Ecoli WT growth = blocks growth of wild type E. coli BW25113. E. coli BW25113 growth inhibition, OD600. inhibition, % at 10 µM. 0.05% of 20,000 active; in the data active = inhibition above about 40%;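 also: bacteria exposed to compound for 20 hours at 37 °C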
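Assay system: Bacterial strain in a whole-cell growth screen | Amount: Inoculum from a 1:1000 dilution of a 1.5 h subculture | Detection: Absorbance at 615 nm as a measure of bacterial growth | Timing: 20 h exposure, 37 °C | Buffer or medium: LB plus kanamycin 50 µg/mL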
An asterisk follows results filed as active.

SMILES	Ecoli WT growth
COC(=O)c1ccccc1NC(=O)C1CCCN(S(=O)(=O)c2ccc(F)cc2)C1 (configuration not stated)	-17.9
CC(=C1C(=O)c2ccccc2C1=O)N1CCC(C(N)=O)(N2CCCCC2)CC1	-9.9
COC(=O)c1[nH]c2ccc(F)cc2c1NC(=O)CCN1CCN(Cc2ccc3c(c2)OCO3)CC1	-14.5
C=CCOc1ccc(C2NC(=O)NC(C)=C2C(=O)OC)cc1 (configuration not stated)	-24.0
O=C1C2C3C=CC(C3=C3CCCCC3)C2C(=O)N1c1ccccc1 (configuration not stated)	-1.6
Nc1nc(N)nc(-c2ccccc2)n1	12.5
COc1ccc(N2CCN(C(=O)C(C)(C)Oc3ccc(Cl)cc3)CC2)cc1	16.4
CC(C)C(=O)Nc1ccccc1N1CCN(S(C)(=O)=O)CC1	-21.2
CN1CCN(c2ncnc3c2cnn3-c2ccc(Cl)cc2)CC1	1.2
Cc1occc1C(=O)N1CCN(c2ccc(Cl)c(Cl)c2)CC1	-10.7
O=C(CSc1nnc(-c2ccccc2Cl)n1Cc1ccco1)Nc1ccc2c(c1)OCCO2	6.2
O=C(Cn1c(=O)oc2ccccc21)Nc1ccc(S(=O)(=O)N2CCCCC2)cc1	-4.2
COc1ccc(OCc2cccc(C(=O)O)c2)cc1	-1.1
CC(C)Cn1c(=O)c(C2=NS(=O)(=O)c3ccccc3N2)c(O)c2ccccc21	7.5
CC1=C(C(=O)Nc2ccccc2C)C2(CCCC2)C(C(N)=O)C(=O)N1 (configuration not stated)	-7.5
COc1ccccc1OCC(=O)N(Cc1nc(-c2ccccc2)no1)C1CCCCC1	-8.7
C=CCn1c(=O)[nH]c2cc(C(=O)N3CCN(c4cc(C)ccc4C)CC3)ccc2c1=O	9.6
Cc1ccc(C(=O)N2CCCC2)cc1S(=O)(=O)Nc1ccccc1	-16.5
CCOC(=O)C1CCN(CC(=O)Nc2c(C(=O)OC)n(C)c3cccc(C)c23)CC1	-18.8
COc1cccc(OCc2nc3ccccc3[nH]2)c1	3.5
CCCCN(CC)CCCNC(=O)c1cc2c(=O)n(C)c3ccccc3c2n1C	2.0
O=C1CCCC2=C1C1(CCCCC1)N=C(Nc1nc3ccccc3s1)N2	-22.4
O=C1c2ccccc2C(=O)N1OCc1ccccc1	-7.6
Nc1nnc(SCC(=O)Nc2ccc(F)c(Cl)c2)n1-c1ccccc1	2.8
CN(c1ccccc1C(=O)Nc1ccc2c(c1)OCO2)S(C)(=O)=O	-21.9
O=C(NC1CCCCC1)N1CCN(C2CCCCC2)CC1	-18.8
COc1ccc(CCC(=O)N2c3ccccc3CC2C)cc1 (configuration not stated)	2.8
CC(=O)[C@@]1(O)CC[C@H]2[C@@H]3CCC4=CC(=O)CC[C@]4(C)[C@H]3[C@@H](O)C[C@@]21C	7.5
CCC(=O)NCCCCNC(=O)CC	-6.4
O=c1c(C/C=C/c2ccccc2)c(O)nc2n1CCCS2	-23.4
CSc1ncc(Cl)c(C(=O)Nc2ccc(S(=O)(=O)N3CCOCC3)cc2)n1	-5.9
O=C(/C=C/c1ccccc1)c1ccccc1	7.8
Cn1nccc1/C=C(/C#N)S(=O)(=O)c1ccccc1	-20.6
O=S(=O)(N1CCCCC1)n1nnc2ccccc21	4.1
CN(CC(=O)NCCCN1CCOCC1)S(=O)(=O)c1ccc(Br)cc1	-15.5
OCCN1CCN(CCCN2c3ccccc3Sc3ccc(C(F)(F)F)cc32)CC1	1.1
CCc1nc(SCC(=O)Nc2nccs2)c2oc3ccccc3c2n1	-5.4
O=C(NCc1ccc(F)cc1)c1cc(-c2ccco2)on1	-2.8
Cc1nn(Cc2ccccc2Cl)c(C)c1NC(=O)C1C2CCC(O2)C1C(=O)O (configuration not stated)	7.4
Cc1cc2oc(C(=O)NC3CCS(=O)(=O)C3)c(C)c2cc1C (configuration not stated)	-7.7
COc1cc(C)c(S(=O)(=O)N2CCOCC2)cc1C(C)C	-18.7
Cc1ccc(Cn2c(CN3CCOCC3)nc3c2c(=O)n(C)c(=O)n3C)cc1	-6.5
CC(NC(=O)c1nn(C)c(=O)c2ccccc12)c1ccccc1 (configuration not stated)	-10.7
CCCCCCn1c(=O)c(-c2nc3ccccc3c(=O)[nH]2)c(O)c2ccccc21	-26.9
O=C(CN(CC1CCCO1)C(=O)CCC(=O)Nc1ccccn1)NCC1CCCO1 (configuration not stated)	2.7
COc1cc2ccccc2cc1C(=O)Nc1ccccc1N1CCN(S(C)(=O)=O)CC1	-6.3
Cc1nn(CC(=O)Nc2ccc(C(=O)N3CCCCC3)cc2)c(=O)c2ccccc12	6.7
COC(=O)c1cccc(NC(=O)NC2CCCN2S(=O)(=O)c2ccc(Cl)cc2)c1 (configuration not stated)	-5.8
COc1ccc(OC)c(NC(=O)C2CC(=O)N(c3ccccc3)C2)c1 (configuration not stated)	0.0
Cc1ccc(C(=O)CNc2nc3c(c(=O)[nH]c(=O)n3C)n2Cc2ccccc2)cc1	-10.7
COCCN1C=C(C(=O)OC)C(c2cc3c(cc2Br)OCO3)C(C(=O)OC)=C1	-2.5
CC1(C)C2CCC1(C)C(OC(=O)CSc1nc(N)cc(=O)[nH]1)C2 (configuration not stated)	0.0
c1ccc(-c2nnc3n2NC(c2ccc4c(c2)OCO4)S3)cc1 (configuration not stated)	-20.2
O=C(c1cc2nc(-c3ccccc3)cc(-c3ccccc3)n2n1)N1CCN(C(=O)c2ccco2)CC1	-19.7
COc1cc(/C=N/n2cnnc2)ccc1OCC(=O)N1CCOCC1	12.1
O=C(OCC#CCSc1nnc(-c2ccccc2)o1)c1cccs1	0.1
CCOC(=O)c1cnc(Nc2nc3ccccc3o2)nc1CN1CCN(c2ccccc2)CC1	-4.1
CCc1nnc2n1N=C(c1ccc(-c3ccc(Cl)cc3Cl)o1)CS2	5.4
CCOc1ccc2[nH]c(S(=O)(=O)CC)nc2c1Cl	-17.1
Cc1nn2c(-c3ccccc3)nnc2c2ccccc12	0.6

Additional compounds.
SMILES	Ecoli WT growth
N#CCCCN1C(=O)C(O)(CC(=O)c2ccc3c(c2)OCCO3)c2ccccc21 (configuration not stated)	0.4
Cc1cc(Oc2ccccc2)nc(SCC(N)=O)n1	-16.9
CCn1c(SCc2cccc(C(F)(F)F)c2)nnc1-c1ccco1	8.5
Cc1ccc2c3c1C1(C(=O)N3C(C)(C)CC2C)C(C#N)=C(N)Oc2cc(O)ccc21 (configuration not stated)	-19.1
Cc1ccc(C2CC(=O)Nc3cc4c(cc32)OCCO4)s1 (configuration not stated)	4.6
CCN1C(=O)CC(N2CCC(Nc3ccc(OC)cc3)CC2)C1=O (configuration not stated)	-15.5
COc1ccc(NC(=O)N2CCn3c2nc2ccccc23)cc1	7.2
Cc1ccc(CCNC(=O)CC2Oc3ccc(C)cc3NC2=O)cc1 (configuration not stated)	12.6
COC(=O)C1(C(=O)OC)Sc2ccccc2C1=O	-1.1
Cc1nn(-c2ccccc2)c2c1/C(=N/O)CC(C)(C)C2	-16.2
Cc1cccc(NC(=O)c2oc3c(c2C)C(=O)CC(C)(C)C3)n1	-4.3
COc1cccc(C(=O)Nc2cccc(OC(C)=O)c2)c1	-18.7
Cc1[nH]c(=O)[nH]c(=O)c1S(=O)(=O)Nc1ccc(Oc2ccccc2)cc1	10.6
CCCc1[nH]nc2c1C(c1ccc(OC)c(Cn3nnc4ccccc43)c1)C(C#N)=C(N)O2 (configuration not stated)	-16.3
O=S(=O)(c1cccc(S(=O)(=O)N2CCC(N3CCCCC3)CC2)c1)N1CCOCC1	19.2
CCN1CCN(c2nc3ccccc3nc2C(C#N)C(=O)OC2CCCCC2)CC1 (configuration not stated)	-20.4
CCC(=NC(C)c1ccccc1)c1c(O)n(C)c(=O)n(C)c1=O (configuration not stated)	-2.6
O=C(Cc1ccccc1)Nc1ccc(C(=O)O)cc1	-7.6
O=S(=O)(NCc1ccccc1Br)c1cccs1	-14.3
CSc1nc(N2CCOCC2)c2c3c(sc2n1)CCCC3	-15.4
CC1CCC(NC(=O)Cn2ncc3ccccc32)CC1 (configuration not stated)	-2.2
CCCOc1cccc(-c2nnc(N)s2)c1	-1.4
COc1ccc(-n2nc3ccc(NS(C)(=O)=O)cc3n2)cc1Cl	-20.2
Cc1ccc2c(c1)C1CCCC3C1N2CC(=O)N3Cc1ccccc1 (configuration not stated)	-0.7
Cc1ccc(C)n1NC(=O)c1ccc(Cl)cc1Cl	-12.4
COc1ccc(N2CC(C)Cn3c2nc2c3c(=O)n(CCc3ccccc3)c(=O)n2C)cc1 (configuration not stated)	-22.8
Cn1c(-c2ccccc2)c(CCO)c2ccccc21	3.1
CN1CCN(/C(=N\S(=O)(=O)c2ccc(F)cc2)c2ccccc2)CC1	-13.5
COc1ccc(-c2c(C#N)c(N)nc3c2CCCC3)cc1OC	-26.2
Cc1cc(Cn2ccnc2)c(C)cc1Cn1ccnc1	8.1
CC(C)CC(NC(=O)OC(C)(C)C)C(=O)NC(C(=O)N1CCCC1C(N)=O)C(C)C (configuration not stated)	8.3
Cc1c(NC(=O)C2CCCNC2=O)c(=O)n(-c2ccccc2)n1C (configuration not stated)	6.2
COc1ccc(S(=O)(=O)N(C)c2ccc(C(=O)N3CCOCC3)cc2)cc1	-6.5
Clc1cc(Br)ccc1OCCn1ccnc1	-3.8
CC(C)N(O)C(=O)NC(C)(C)C	-4.5
Cc1nc2ccc(S(=O)(=O)NC(C(=O)N3CCCC3)C(C)C)cc2s1 (configuration not stated)	-0.1
COc1ccc(NC(=O)CC2Oc3ccccc3NC2=O)cc1 (configuration not stated)	9.2
Cc1ccc(F)cc1NC(=O)Cc1nn(C)c(=O)c2ccccc12	-0.1
CN(C)S(=O)(=O)c1ccc(Oc2ccccc2)cc1	-22.6
Cc1nc(SCC(=O)NCc2ccco2)c2c(C)c(C)sc2n1	-10.5
CCOC(=O)c1[nH]c2ccc(Br)cc2c1NC(=O)CCN1CCC(C(=O)OCC)CC1	-4.2
Nc1cc(N)nc(SCc2ccccc2)n1	15.3
CCCn1cc(NC(=O)c2cc3n(n2)C(C(F)(F)F)CC(c2ccccc2)N3)cn1 (configuration not stated)	-2.0
O=C(Cc1ccccc1)Nc1nnc(-c2cccs2)s1	-9.2
COc1ccccc1N1C(=O)CC(Sc2nccc(C)n2)C1=O (configuration not stated)	-17.1
CCOc1ccc(NC(=O)c2ccccc2O)cc1	-4.6
O=C(COc1ccccc1)N1CCN=C1c1ccccc1	-20.0
O=C(CSc1nnc(C2COc3ccccc3O2)o1)N1CCCc2ccccc21 (configuration not stated)	-2.5
CCOC(=O)COc1ccc(S(=O)(=O)NCc2cccnc2)cc1	-16.6
O=C(Cn1cnc2ccccc21)NCc1ccccc1	-5.7
O=c1c(O)c(-c2ccc(O)cc2O)oc2cc(O)cc(O)c12	-1.7
COc1cccc2cc(C(=O)N3CCN(c4ccc(C)cc4C)CC3)c(=O)oc12	5.6
Cc1cc(C)nc(NS(=O)(=O)c2ccc(-n3cccc3)cc2)n1	-19.9
O=C(Nc1ccc(-c2nc3ccccc3o2)cc1)C1CCCO1 (configuration not stated)	-3.8
O=C(O)C1C2C=CC(O2)C1C(=O)NCCC1=CCCCC1 (configuration not stated)	-25.7
CCCS(=O)(=O)N1CCN(c2ccccn2)CC1	-24.3
O=C(CCC1COc2ccccc2O1)Nc1ccc(Cl)cn1 (configuration not stated)	-14.0
Cc1ccc(S(=O)(=O)N2CCN(c3nc(C)nc4sc(C)c(C)c34)CC2)cc1	5.1
Cc1csc(NC(=O)CSc2nsc(SCC(=O)Nc3nc(C)cs3)c2C#N)n1	0.6
COc1ccccc1OCCn1c(=O)sc2ccccc21	6.1

Additional entries follow.
SMILES	Ecoli WT growth
COc1cc(CC(=O)NCc2ccc3c(c2)OCO3)cc(OC)c1OC	-2.6
CCCCN(C)Cc1c(C)[nH]c2c(Cl)cccc2c1=O	0.3
CC(=O)c1ccc2c3c(cccc13)C(=O)N(c1c(C)nn(C)c1C)C2=O	5.1
C=CCN(C(=O)Nc1ccccc1)C1CC(=O)N(c2ccc(OC)cc2)C1=O (configuration not stated)	-25.1
COc1cccc(-c2nc3ccc(O)cc3c(=O)o2)c1	4.2
O=C(NC1CCCc2ccccc21)C1CCN(c2nnc(-n3cccc3)s2)CC1 (configuration not stated)	3.6
CCN(CC)CCN1C(=O)Cn2c(C)c(C)c3cccc1c32	-1.0
CCn1cc(C(=O)OCc2ccc(F)cc2)c(=O)c2ccc(C)nc21	-7.6
CCCc1cc(=O)[nH]c(SCC(=O)NC(=O)OCC)n1	-17.4
CC1=CC(c2ccccc2)n2nc(N3C(=O)c4ccccc4C3=O)nc2N1 (configuration not stated)	-21.6
Cc1cc(NC(=O)c2cc(-c3cccnc3)nc3c(C)c(C)ccc23)no1	-17.1
O=C(Nc1ccccc1C(=O)Nc1ccccc1C(=O)NCc1ccco1)c1ccco1	1.4

Source: PubChem BioAssay (SRMLSC)

Not all compounds are listed; rates above refer to the full screens.
